Bioassay records (PubChem BioAssay)
RAD52 anneal inh = blocks human RAD52 DNA annealing; recombinant RAD52 DNA annealing, FRET fluorescence; hit rate 0.46% among 360,000; AID 651710; P43351; inhibition, % at 18.7 µM;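 active = every replicate showing at least 50% inhibition; inconclusive = mean inhibition at least 50% but not in every replicate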
RAD54 inh = inhibitors of human RAD54 branch migration | RAD54 Holliday junction branch migration, FAM/BHQ fluorescence | inhibition, % at 10.4 µM | hit rate 0.14% among 360,000 | AID 602329;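 active = mean normalized replicate activity at least 40 and at least half of replicates scoring 40 or more; inconclusive = only one of the two criteria met; inactive = mean below 40 and under half of replicates reaching 40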;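 note: 0% = median of neutral control wells and 100% = median of positive control wells; inhibitors cause a drop in the FAM fluorescence signal; in these data hits start at about 50%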
Target sequence (Q92698 whole entry, looked up): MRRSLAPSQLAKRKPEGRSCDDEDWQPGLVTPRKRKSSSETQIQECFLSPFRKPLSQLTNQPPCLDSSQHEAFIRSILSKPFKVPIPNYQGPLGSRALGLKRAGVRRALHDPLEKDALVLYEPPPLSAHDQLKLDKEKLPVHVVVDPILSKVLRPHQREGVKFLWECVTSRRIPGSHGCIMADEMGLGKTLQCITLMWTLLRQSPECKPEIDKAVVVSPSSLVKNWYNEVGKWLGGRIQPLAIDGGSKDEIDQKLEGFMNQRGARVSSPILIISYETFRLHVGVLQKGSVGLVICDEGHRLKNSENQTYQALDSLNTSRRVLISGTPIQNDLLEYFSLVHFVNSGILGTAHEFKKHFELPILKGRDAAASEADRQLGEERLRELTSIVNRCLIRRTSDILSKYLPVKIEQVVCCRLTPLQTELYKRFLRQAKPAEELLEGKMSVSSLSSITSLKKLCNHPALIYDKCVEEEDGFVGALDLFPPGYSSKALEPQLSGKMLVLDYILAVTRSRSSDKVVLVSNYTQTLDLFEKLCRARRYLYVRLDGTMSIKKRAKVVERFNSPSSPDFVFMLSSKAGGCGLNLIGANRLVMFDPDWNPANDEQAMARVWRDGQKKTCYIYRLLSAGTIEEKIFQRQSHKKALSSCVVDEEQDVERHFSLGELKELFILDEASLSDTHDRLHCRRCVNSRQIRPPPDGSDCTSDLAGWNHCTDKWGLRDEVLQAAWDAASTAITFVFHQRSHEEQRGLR
PGC1a acetyl inh = PGC1a acetylation modulation, inhibitor mode. hit rate 0.17% among 350,000. U2OS PGC1a acetylation, AlphaScreen anti-acetyl-lysine; with virally co-expressed GCN5 acetyltransferase. inhibition, % at 15.6 µM;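 active = every replicate shows inhibition of at least 40%; inconclusive = mean inhibition at least 40% but some replicate below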;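 note: 0% = neutral control wells and 100% = positive control wells; some results beyond the cut were filed as inactive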
Cneo AK release = causes C. neoformans cell lysis | adenylate kinase release luminescence, 4 h; normalised: neutral wells 0, clomiphene wells 100 | lysis activity, % at 15 µM | hit rate 0.2% among 360,000 | AID 651654;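 active = mean lysis activity across replicates of at least 80%, whatever share of replicates individually reach that level; inactive = mean lysis activity below 80%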
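Test system: log-phase Cryptococcus neoformans yeast cells. Input: 5 × 10^6 yeast cells/mL. Medium: fresh YPD growth medium. Doses: single dose. Incubation: static 4 h at 37 °C with compound, 1 h detection. Measured by: luminescent adenylate kinase detection reagent. Read-out: signal increase indicating cell lysis. Benchmarks: Clomiphene.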
ERAP1 inh = inhibitors of human ERAP1 aminopeptidase. Q9NZ08. recombinant ERAP1, Leu-AMC fluorescence, 60 min. inhibition, % at 10.7 µM. hit rate 0.15% among 340,000. AID 652197;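 active = mean replicate inhibition of at least 30%, or all replicates individually reaching that 30% level; inactive = mean below 30% and not every replicate reaching it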;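 note: 0% = neutral control wells and 100% = L-leucinethiol positive control wells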
miR122 inh = miR-122 inhibition in Huh7 cells. Huh7 miR-122 Renilla luciferase sensor, 48 h; neutral wells = 0, positive control = 100. activation (reporter increase), % at 12.5 µM. hit rate 0.3% among 340,000;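 active = mean replicate activation score at least 90 and every replicate individually at or above 90; inconclusive = only one of the two criteria met; inactive = neither criterion met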;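 note: higher luciferase means less miR-122 activity so hits act as miR-122 inhibitors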
PglD inh = PglD (C. jejuni) enzyme inhibition. hit rate 0.098% among 360,000. inhibition, % at 12.5 µM. purified PglD enzyme, DTNB colorimetric CoA detection. AID 602405; in the data active = inhibition above about 16%, passing the limit was not always enough; inconclusive = no clear call, values can overlap the other calls; note: strong numbers were not always called active
E-selectin induc = E-selectin induction on HUVECs; activation, % at 7.58 µM; HUVEC E-selectin immunofluorescence imaging; normalized: neutral wells 0, TNF-alpha wells 100; hit rate 0.37% among 260,000; P16581;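 active = mean E-selectin-positive cell signal at least 10% of the positive control, reached in at least 60% of replicates, without over 20% cell loss; inconclusive = no rule given, readout overlaps actives, possibly toxicity-flagged; inactive = the rest, including those meeting only one limit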;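 note: in these data hits start at about 27%; measured in HUVEC primary endothelial cells; signal is the percent of cells scored E-selectin positive by PE staining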
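Material: HUVEC primary endothelial cells; Amount: 3,000 cells per well; Dosing: single concentration; Medium: EGM-2 growth medium on 0.1% gelatin-coated wells; Read-out basis: percent E-selectin-positive cells; Signal: immunofluorescence imaging; Control set: TNF-alpha, DMSO.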
Starred values were filed as active, the others as inactive; ? = inconclusive; . = no result given; & = joins results of further samples; [ ] = remark or other dose.

Sequence of screens: E-selectin induc	ERAP1 inh	RAD52 anneal inh	PglD inh	Cneo AK release	RAD54 inh	PGC1a acetyl inh	miR122 inh
> Cc1ccc(S(=O)(=O)/N=C(/Nc2ccccc2C)c2ccccc2)cc1
    -0.2	-2	-9	3	0	-9	12	5
> C[C@@H]1CN([C@@H](C)CO)C(=O)c2cc(NC(=O)Nc3ccc(F)cc3)ccc2O[C@@H](C)CCCCO[C@@H]1CN(C)S(=O)(=O)c1cn(C)cn1
    -0.1	2	-7	8	19	5	-1	3[16.7 µM]
> CCOc1ccc(N2CC(C(=O)Nc3ccccc3C(=O)NC3CC3)CC2=O)cc1 (stereo not given)
    0.1	0	-3	-2	3	0	-25	-2
> Cc1ccc(NC(=S)NCC(C)C)cc1
    -0.1	.	.	5	6	2	6	12
> O=c1[nH]c(CN2CCN(Cc3ccccc3)CC2)nc2scc(-c3ccccc3)c12
    0.5	0	-70	-3	-9	-17	-6	-20
> CNC[C@H]1Oc2ccc(NC(=O)Nc3c(C)noc3C)cc2C(=O)N([C@H](C)CO)C[C@H]1C
    0.0	0	-14	-1	6	23	12	0[16.7 µM]
> O=C(Nc1cccnc1)C1CC(=O)N(c2ccc(F)cc2)C1 (stereo not given)
    .	2	-12	.	.	.	-6	-2
> CC(=O)Nc1ccc(-c2ccnc3c2CC(C)(C(=O)Nc2cccc(Oc4ccccc4)c2)O3)cc1 (stereo not given)
    0.8	0	-14	2	4	-10	10	39
> OC[C@@H]1[C@H](c2ccc(C#Cc3ccccc3F)cc2)[C@H]2CN(Cc3cncnc3)CCCCN12
    -0.4	-1	-5	2	-6	-7	0	-17[16.7 µM]
> COc1ccc2c3c([nH]c2c1)[C@@H](CO)N(C(=O)NC(C)C)CC31CCN(Cc2ccc(F)cc2)CC1
    ?	2	10	.	.	.	-8	.
> Cn1c(SCCOc2ccccc2Cl)nnc1-c1cccs1
    .	.	.	3	0	-2	4	0
> CCOC(=O)N1CCN(CCC(=O)Nc2ccccc2OC)CC1
    .	.	.	-8	1	-11	13	4
> Cc1ccc(C(=O)N(Cc2nnc(-c3ccc(Cl)cc3)o2)C2CC2)o1
    59*	-1	-16	-6	0	-12	0	9
> Cc1ccc(C(=O)NCc2ccco2)cc1
    1.4	-2	-23	-5	0	2	.	.
> Cc1noc(C)c1NC(=O)Nc1cccc2c1O[C@H](CN(C)C(=O)NC(C)C)[C@H](C)CN([C@H](C)CO)C2=O
    -0.2	-2	-8	-3	-3	0	1	2[16.7 µM]
> O=C(Nc1cc(Cl)ccc1N1CCOCC1)c1cccnc1Cl
    9.8	3	-7	-10	2	-9	.	10
> CCS(=O)(=O)Nc1ccc2c(c1)C(=O)N(C)C[C@@H](OC)[C@H](C)CN(CC1CCCC1)[C@@H](C)CO2
    -0.1	.	.	3	-3	-11	-3	-12[16.7 µM]
> CCCNC(=O)N[C@H]1C=C[C@H](CC(=O)NC2CCCCC2)O[C@@H]1CO
    0.2&-5.8	-2	-14&3	-2	-4	-4	-6	.
> O=S(=O)(Cc1ccccc1)N1CCN(Cc2ccccc2)CC1
    .	.	.	.	-12	-6	-6	1
> Cc1ccc(CNC(=O)C2(NC(=O)Nc3ccc(C)cc3)CCCCC2)cc1
    .	.	.	-3	-5	-2	-7	19
> Cn1c(=O)oc2cc(S(=O)(=O)N3CCC(C(=O)N4CCN(c5ccccc5)CC4)CC3)ccc21
    0.1	-3	-15	.	1	5	-1	-5
> Cc1ccc(Cn2cc(C(=O)c3ccc(F)cc3)c(=O)c3cc4c(cc32)OCCO4)cc1
    0.1	-1	-11	-1	2	-2	.	3
> O=C(c1cccc(F)c1)N1CCCCN2[C@@H](CO)[C@@H](c3ccc(-c4ccc(F)cc4)cc3)[C@@H]2C1
    .	-2	53*	2	-1	3	7	3[16.7 µM]
> CCSc1ccccc1C(=O)Nc1cccc(OC)c1
    .	.	.	4	-4	-6	.	-4
> Cc1ccc([N+](=O)[O-])cc1NC(=O)C1CCN(S(C)(=O)=O)CC1
    .	.	.	-6	1	-3	3	-4
> O=C(O)C1=C[C@H](c2ccccc2)C[C@H](OCc2ccc(CO)cc2)O1
    0.0	1	-18	1	-1	-2	1	0
> O=C(NC1CCCCC1)C(c1ccccc1)N(C(=O)c1csnn1)C1CCCC1 (stereo not given)
    0.0	1	-4	10	-1	-16	.	.
> NC(=O)C1CCN(C(=O)c2ccc(Oc3ccccc3)cc2)CC1
    .	2	-1	-6	1	-1	-4	12
> CCC1(CC)C(=O)C2=C3C1[C@H](C(=O)OC)CC(C(=O)OC)C[C@H]3n1c(=O)n(C)c(=O)n1[C@H]2C (stereo not given in full)
    -0.1	12	2	-5	-2	2	.	.
> O=C(C1CCC1)N1CC(=O)N2[C@H](CO)[C@@H](c3ccc(C#CCc4ccccc4)cc3)[C@H]2C1
    0.3	1	6	.	.	.	-27	.

Further records.
Sequence of screens: E-selectin induc	ERAP1 inh	RAD52 anneal inh	PglD inh	Cneo AK release	RAD54 inh	PGC1a acetyl inh	miR122 inh
> CC1CN(C(=O)/C(C#N)=C2\N=C(NC(=O)c3ccc(F)cc3)c3ccccc32)CC(C)O1 (stereo not given)
    .	-1	-1	7	1	-11	7	0
> Cc1cc(NS(=O)(=O)c2ccc(NC(=O)COc3ccc(Br)cc3)cc2)nc(C)n1
    .	1	-28	-1	1	-1	10	12
> Cc1ccc(C(=O)CSc2nnc(-c3snnc3C)n2C2CC2)cc1
    0.1	0	-9	-1	-1	0	-26	-2
> COC(=O)[C@]1(Cc2ccccc2)N[C@H](c2ccc(SC3CCCCC3)c(OC)c2)[C@@H]2C(=O)N(C)C(=O)[C@@H]21
    0.4	-3	-16	-4	4	-4	-6	0
> CCOC(=O)c1c(C)[nH]c(C)c1S(=O)(=O)NC1CCN(C(=O)OCC)CC1
    .	-1	-5	-6	1	4	-4	-5
> C=CCN(CC=C)c1ncnc2[nH]ncc12
    0.1	0	0	-2	-1	-9	7	9
> CC(C)NC(=O)Nc1ccc2c(c1)C(=O)N([C@H](C)CO)C[C@@H](C)[C@H](CN(C)C(=O)Nc1ccc3c(c1)OCO3)O2
    -0.3	1	-17	-3	-3	5	1	34[16.7 µM]
> COc1ccccc1/C=C/CN1CCCCC1
    .	1	-12	-8	1	1	6	-3
> CO[C@H]1CN(C)C(=O)c2ccc(NC(C)=O)cc2OC[C@@H](C)N(CCC(F)(F)F)C[C@H]1C
    -0.1	-2	2	0	-2	2	-5	1[16.7 µM]
> CCOc1ccccc1OCC(=O)NNC(=S)NC1CCCCC1
    1.4	1	-3	.	.	.	-9	.
> CCN(CC(=O)Nc1ccc(NC(C)=O)cc1)CC(=O)Nc1cc(C)on1
    -0.1	-1	-5	-3	3	-1	.	.
> COc1ccccc1CNC(=O)COc1ccc(S(=O)(=O)N2CCOCC2)cc1
    2.3	3	-5	-2	-2	5	0	4
> CC(C)CC#Cc1ccc([C@H]2[C@H]3CN(C(=O)Nc4ccc(F)cc4)CC(=O)N3[C@H]2CO)cc1
    -0.1	2	-19	.	.	.	10	.
> C[C@@H]1CN([C@H](C)CO)C(=O)Cc2cc(NS(=O)(=O)c3ccccc3)ccc2O[C@H]1CN(C)S(=O)(=O)c1cn(C)cn1
    -3.2	-1	-12	1	-2	0	-4	1[16.7 µM]
> C[C@H]1CCCCO[C@H](CN(C)C(=O)Nc2ccccc2)[C@@H](C)CN([C@@H](C)CO)C(=O)c2cc(NS(C)(=O)=O)ccc2O1
    0.4	0	19	-1	0	-1	0	16[16.7 µM]
> CCO[C@H]1OC(C(=O)O)=C[C@@H](c2ccc(C(F)(F)F)cc2)[C@@H]1CCCO
    -0.1	6&4	11&-6	5&-3	-7&5	1&-18	-7	-8
> Cc1cc(Cl)ccc1Oc1nc(-c2ccccc2)ncc1S(C)(=O)=O
    .	.	.	6	5	-7	-5	1
> CCOc1cc(N2CCOCC2)c(OCC)cc1NC(=O)Cc1cn2ccsc2n1
    .	.	.	8	-6	7	0	-2
> Cc1cccc(C)c1N1CCN(S(=O)(=O)c2ccc(F)cc2)CC1
    .	.	.	-6	-7	-7	-15	3
> Cc1ccc(NC(=O)Cn2cc(C=O)c3ccccc32)cc1C
    .	1	-1	-1	0	5	5	0
> Cc1ccc(C)c(C(=O)CCC(=O)Nc2ccc(F)cc2)c1
    0.7	-1	-9	-8	2	3	-6	-4
> O=C(Nc1cccc2ccccc12)c1cn(-c2ccccc2)nc1-c1cccs1
    .	-2	-19	.	.	.	-9	0
> C=CCn1c(SCC(=O)NCC(=O)OCC)nnc1-c1cccc(OC)c1
    .	.	.	-1	0	-21	-1	-6
> CC(=O)c1cc(C)ccc1OC(=O)CCN1C(=O)C2C3c4ccccc4C(c4ccccc43)C2C1=O (stereo not given)
    .	.	.	-3	1	1	15	.
> O=C(CC1SC(N2CCCCC2)=NC1=O)Nc1cccc(C(=O)NCc2ccccc2)c1 (stereo not given)
    .	-11	-4	-2	1	-7	-14	4
> CCOC(=O)CC(C#N)c1c[nH]c2ccccc12 (stereo not given)
    .	.	.	-4	2	3	-3	-5
> O=c1cc[nH]c2cc(C(F)(F)F)ccc12
    .	6	-3	-7	-1	3	14	5
> CC/C(=N\Nc1nncc2ccccc12)c1ccc(F)cc1
    .	-2	-8	9	1	-4	14	-7
> C[C@@H]1CN([C@H](C)CO)S(=O)(=O)c2ccc(-c3cccc(C#N)c3)cc2O[C@@H]1CN(C)Cc1ccccn1
    -1.8	1	4	2	-3	10	-6	2[16.7 µM]
> O=C1CN(C(=O)c2cnccn2)c2ccccc2N1
    .	.	.	0	2	-6	.	-11

(next part)
Sequence of screens: E-selectin induc	ERAP1 inh	RAD52 anneal inh	PglD inh	Cneo AK release	RAD54 inh	PGC1a acetyl inh	miR122 inh
> Cc1noc(C(=O)NCc2cccnc2)c1Cl
    0.1	-3	-8	3	0	-5	5	1
> COC(=O)c1ccc2c(c1)NC(=O)c1ccccc1S2
    0.5	-2	3	0	2	6	5	-15
> c1ccc2c(c1)ncn2CCCCOc1ccc2c(c1)CCC2
    .	.	.	-2	25	3	.	2
> O=C(COC(=O)Cc1ccc(F)cc1)NC1CCCC1
    0.1	-3	-3	0	2	5	10	-3
> Cc1cccc(Nc2nnc(C)c(=O)n2N)c1
    .	-6	-21	-2	-2	-5	-2	-2
> O=C(Nc1ccc(C(F)(F)F)cc1)N[C@H]1CC[C@H](CCn2cc(C3(O)CCCC3)nn2)O[C@H]1CO
    -0.3	2	2	-3	2	-4	3	.
> Cc1cc(/C=C2/C(=O)N(C)C(=S)N2C)c(C)n1C1CC1
    .	-2	-45	-10	2	2	-9	-1
> O=C(C[n+]1ccc(/C=N/O)cc1)NC(=O)Nc1ccccc1
    .	1	29	-4	0	-2	.	.
> CN1CCCN(C(=O)c2cccc(Br)c2)CC1
    .	-1	-15	-9	-3	-8	1	0
> O=C(NCC[C@H]1CC[C@@H](NC(=O)C2CCC2)[C@H](CO)O1)Nc1ccc(Cl)cc1
    -0.5	3	9	-3	-3	-7	4	.
> O=S(=O)(Nc1nccs1)c1ccc(NS(=O)(=O)c2cccs2)cc1
    .	.	.	1	-3	1	.	-39
> COc1cccc(NC(=O)CS(=O)(=O)Cc2nc(-c3ccc(C)cc3)oc2C)c1
    0.5	0	-1	0	-1	-3	.	-7
